Screens from PubChem.
All columns: NCI-60 one-dose screen, growth in % after 48 h at 10 µM unless noted; 100 = growth as untreated, 0 = no growth, -100 = all killed.
HT29 – HT29 colon cancer; 81,000 tested, 7.4% active
DU-145 – DU-145 prostate cancer. 81,000 tested, 4.2% active. AID 1794760
KM12 – KM12 colon cancer cells; 82,000 tested, 5% active; AID 1794800
SNB-19 – SNB-19 CNS cancer cells. 81,000 tested, 2.5% active. AID 1794751
SW-620 – SW-620 colon cancer; 82,000 tested, 5.2% active; AID 1794795
SF-539 – SF-539 CNS cancer | 81,000 tested, 6.8% active
HCC-2998 – HCC-2998 colon cancer; 79,000 tested, 4.7% active; AID 1794799
SNB-75 – SNB-75 CNS cancer; 79,000 tested, 5% active
PC-3 – PC-3 prostate cancer cells | 80,000 tested, 3.9% active
Active calls of the source: *; nt = no result given; & = joins results of further samples. How the source made its calls: active means growth percent below 10; inactive means the rest.

SMILES | HT29 | DU-145 | KM12 | SNB-19 | SW-620 | SF-539 | HCC-2998 | SNB-75 | PC-3
Cc1nc(Nc2ccc(NC(=O)Nc3ccccc3)cc2)c2ccccc2n1 | 108 | 118 | 91 | 101 | 108 | 101 | 116 | 95 | 107
Cc1ccc(N(CC(=O)O)S(=O)(=O)c2ccccc2)c(C)c1Cc1cccc(Br)c1 | 108 | 119 | 110 | 109 | 112 | 97 | 108 | 91 | 95
N#C/C(=C\c1ccc[nH]1)c1cc(-c2ccc(Cl)cc2)nn1-c1ccccc1 | 48 | 84 | 40 | 66 | 60 | 71 | 58 | 69 | 29
O=C1/C(=C/c2ccc(O)cc2)CSc2ccc(Cl)cc21 | 69 | 102 | 35 | 88 | 28 | 85 | 94 | 94 | 59
CCCCCCNC(=O)Nc1ccc2cc3ccc(NC(=O)NCCCCCC)cc3nc2c1 | 20 | 22 | 19 | -48* | -78* | -77* | -25* | -16* | 21
O=C1CCCC2=C1C(c1ccc3c(c1)OCCO3)n1ncnc1N2 (centres undefined) | 102 | 112 | 100 | 106 | 107 | 94 | 113 | 105 | 100
O=C(c1ccccc1)c1cccc([N+](=O)[O-])c1 | 107 | 109 | 105 | 102 | 104 | 95 | 105 | 106 | 102
Oc1ccc(-c2ncc(-c3cccnc3)o2)cc1 | 101 | 98 | 92 | 83 | 102 | 66 | 111 | 78 | 90
CCOCCOC(=O)c1ccccc1C(=O)c1ccccc1 | 109 | 109 | 105 | 111 | 110 | 105 | 95 | 106 | 102
COc1cc(/C=C/C(=O)c2cc(C(=O)c3ccc(Br)cc3)n3ccc(C)cc23)cc(OC)c1OC | 96 | 91 | 85 | 44 | 89 | 50 | 96 | nt | 71
COc1cccc(OC)c1C(=O)Nc1cccc(-c2cc3ccccc3oc2=O)c1 | 128 | 110 | 96 | 106 | 107 | 101 | 102 | 152 | 97
C/C(=N\Nc1c2ccccc2nc2ccccc12)c1ccc(O)cc1 | 103 | 88 | 85 | 93 | 93 | 92 | 106 | 93 | 77
COc1ccc(-c2c(C#N)c(-c3ccccc3)nc3c2c(-c2ccccc2)nn3-c2ccccc2)cc1OC | 111 | 93 | 95 | 96 | 83 | 95 | 90 | 83 | 80
O=C(O)C(Br)C(Br)c1cccc(Cl)c1 (centres undefined) | 106 | 103 | 99 | 109 | 101 | 109 | 96 | 85 | 93
C[n+]1ccccc1/C=N/O | 119&101&98 | 105&106&112 | 113&104&105 | 102&91&101 | 104&100&105 | 97&92&103 | 129&101&112 | 112&100&99 | 89&88&89

Whole records, looked up by structure. Screens in order: HT29, DU-145, KM12, SNB-19, SW-620, SF-539, HCC-2998, SNB-75, PC-3
CCOCCOC(=O)c1ccccc1C(=O)c1ccccc1 is listed with 109, 109, 105, 111, 110, 105, 95, 106, 102
COc1cc(/C=C/C(=O)c2cc(C(=O)c3ccc(Br)cc3)n3ccc(C)cc23)cc(OC)c1OC is listed with 96, 91, 85, 44, 89, 50, 96, nt, 71
CCCCCCNC(=O)Nc1ccc2cc3ccc(NC(=O)NCCCCCC)cc3nc2c1 is listed with 20, 22, 19, -48*, -78*, -77*, -25*, -16*, 21

Part of the list above, limited to HCC-2998:
SMILES | HCC-2998
N#C/C(=C\c1ccc[nH]1)c1cc(-c2ccc(Cl)cc2)nn1-c1ccccc1 | 58
O=C1/C(=C/c2ccc(O)cc2)CSc2ccc(Cl)cc21 | 94
CCCCCCNC(=O)Nc1ccc2cc3ccc(NC(=O)NCCCCCC)cc3nc2c1 | -25*
O=C1CCCC2=C1C(c1ccc3c(c1)OCCO3)n1ncnc1N2 (centres undefined) | 113
O=C(c1ccccc1)c1cccc([N+](=O)[O-])c1 | 105
Oc1ccc(-c2ncc(-c3cccnc3)o2)cc1 | 111

Other records.
SMILES | HT29 | DU-145 | KM12 | SNB-19 | SW-620 | SF-539 | HCC-2998 | SNB-75 | PC-3
Cn1c(=O)c2[nH]c(C3CC4CCC3C4)nc2n(C)c1=O (centres undefined) | nt | 111 | 106 | 98 | 104 | 113 | 104 | 105 | 99
Cn1cc(C(=O)c2nc(-c3c[nH]c4ccc(Br)cc34)no2)c2cc(F)ccc21 | 102 | 106 | 96 | 99 | 95 | 99 | 97 | 75 | nt
O=[N+]([O-])c1cc2cccnc2c2ncccc12 | 94 | 92 | 122 | 110 | 126 | 109 | 97 | 67 | 109
O=C(CSc1nc2c(n1Nc1ccccc1)-c1ccccc1SC2)Nc1nc(-c2ccc(Cl)cc2)cs1 | 68 | 74 | 49 | 81 | 28 | 70 | 102 | 45 | 72
CCN(CC)CCCC(C#N)c1ccccc1 (centres undefined) | 105 | 104 | 102 | 106 | 112 | 103 | 97 | 89 | 93
O=C(Nc1ccc(N2CCOCC2)cc1)c1cncnc1Nc1ccc(OCc2ccccn2)c(Cl)c1 | 71 | 88 | 91 | 90 | 100 | 79 | 111 | 59 | 89
CCOC(=O)c1c(N)sc2c1CCCC2 | 82&126 | 76 | 89&133 | 76&110 | 86&123 | 67&119 | 100&113 | 46&94 | 77&100
COc1ccc(C2CC(c3ccc(N4CCOCC4)cc3)=NN2c2nc(-c3ccc(Cl)cc3)c(C#N)c(N3CCOCC3)n2)cc1OC (centres undefined) | 103 | 94 | 107 | 115 | 100 | 101 | 104 | 96 | 86
CCCCCc1nc(N)nc(-c2nc(N)nc(CCCCC)c2C)c1C | 109 | 118 | 107 | nt | 109 | 99 | 113 | 121 | 100
CC(=O)OC(OC(C)=O)C1CCCO1 (centres undefined) | 106 | 112 | 101 | 109 | 107 | 100 | nt | 90 | 95
COc1ccc2nc(C)c(-c3cc(-c4cc(OC)c(OC)c(OC)c4)nc(N)n3)nc2c1 | 100 | 111 | 91 | 128 | 95 | nt | 103 | 101 | 82
CC(C)(C)OC(=O)NCc1ccc(CNc2c([N+](=O)[O-])cnc3ccccc23)cc1 | 84 | 77 | 75 | 71 | 90 | 83 | 85 | 57 | 69
CCCc1cc(=O)oc2c3c(c4c(c12)OC(C)(C)C=C4)O[C@@H](C)[C@H](C)C3=O | 41 | 79 | 70 | 94 | 72 | 81 | nt | 88 | 41
O=C(Nc1ccc(-c2ccc3c(c2)NC(=O)/C3=C\c2ccc[nH]2)cc1)Nc1ccc(Cl)c(C(F)(F)F)c1 | 17 | 44 | 22 | 73 | 28 | 44 | 48 | 39 | 40
Nc1ccccc1-c1cc2c(c3c1[nH]c1ccccc13)-c1ccccc1C2 | 85 | 96 | 82 | 101 | 102 | 96 | 98 | 99 | 84
Cc1ccccc1OCc1cccc(Cl)c1 | 105 | 101 | 105 | nt | 99 | 110 | 112 | 99 | 99
O=C1NN(C(=O)c2ccc(O)cc2)C(c2ccccc2)=N/C1=C/c1ccoc1 | 89 | 109 | 92 | 101 | 86 | 101 | 98 | 78 | 87
CC1(CCc2ccccc2)NC(=O)NC1=O (centres undefined) | 101&95 | 118&117 | 104&104 | 103&100 | 107&108 | 95&101 | 110&107 | 113&66 | 99&101
O=C1CCC(C(=O)NNc2ccccc2)N1 (centres undefined) | 92 | 92 | 56 | 102 | 86 | 91 | 80 | 96 | 81
CCOC(=O)c1nnn(-c2no[n+]([O-])c2-c2ccccc2)c1COc1ccc(Br)c2cccnc12 | 94 | 101 | 97 | 100 | 100 | 110 | 103 | 95 | 80
CC(C)(C)c1ccc(S(=O)(=O)O)s1 | 106 | 108 | 112 | 95 | 108 | 99 | 112 | 92 | 53
CCN(CC)CCSc1c2ccc(Cl)cc2nc2ccc(OC)cc12 | 35 | -38* | 99 | 92 | 4.3* | 100 | 97 | 110 | 91
O=C(O)CCCCNC(=O)c1nc(-c2ccccc2)n(-c2ccc([N+](=O)[O-])cc2)n1 | 105 | 110 | 110 | 101 | 106 | 104 | 112 | 100 | 96
COc1ccc(NC(=O)Cc2nc3nc4sc(C)c(C)c4c(=O)n3[nH]2)cc1 | 94 | 110 | 104 | 105 | 104 | 103 | 98 | 101 | 96
CCCC(=O)c1ccco1 | 98 | 110 | 95 | 90 | 108 | 89 | 89 | 88 | 95
Nc1cccc(N)n1 | 108 | 104 | 107 | 101 | 102 | 90 | 104 | nt | 86
O=C(N/N=C\c1cc([N+](=O)[O-])ccc1O)C(=O)N/N=C\c1cc([N+](=O)[O-])ccc1O | 104 | 117 | 107 | 97 | 108 | 100 | 104 | 87 | 94
O=C(C(=O)N1CCOCC1)c1cn(C/C=C/c2ccccc2)c2ccccc12 | 104 | 107 | 96 | 91 | 97 | 102 | 99 | 81 | 91
CCOC(=O)c1c(NC(=O)c2cccc(C(F)(F)F)c2)sc2c1CCC(OCC)=C2 | 82 | 68 | 41 | 36 | 43 | 92 | 88 | 93 | 44
O=C(Oc1ccccc1Cl)c1ccccc1 | 116 | 110 | 105 | 103 | 116 | 106 | 113 | 93 | 99
CS(=O)(=O)Nc1ccc(C(=O)NC(C(=O)NO)c2ccc(C3CCCCC3)cc2)cc1 (centres undefined) | 105 | 107 | 102 | 91 | 94 | 97 | 91 | 99 | 84
Cc1ccc2nc(Nc3nc(C)cc(C)n3)[nH]c2c1 | 102 | 109 | 99 | 82 | 97 | 92 | 103 | 73 | 92
O=[N+]([O-])c1ccccc1CSc1ncnc2nc[nH]c12 | 129 | 109 | 111 | 103 | 113 | 98 | 93 | 80 | 90
Cc1ccsc1[C@@H]1C[C@H](O)Cc2ccc3ccccc3c2N1 | nt | 111 | 98 | 105 | 101 | 107 | 106 | 82 | nt
O=c1ccc(=O)n(-c2nc(-c3ccc([N+](=O)[O-])cc3)cs2)[nH]1 | 56 | 98 | 100 | 96 | 101 | 97 | 106 | 92 | 99
COc1ccc(C(=O)c2ccc(OC)c(OC)c2)cc1OC | 109 | 109 | 104 | 94 | 97 | 98 | 100 | 93 | 79
Cc1ccccc1Oc1ccccc1C(=O)O | 85 | 109 | 103 | 108 | 115 | 94 | 104 | 99 | 66
CC1(C)N=C(N)N=C(N)N1c1ccc(C(=O)O)cc1 | 105 | 124 | 106 | 104 | 107 | 111 | 117 | 83 | 104
COc1cc(-c2csc(NC(=O)Nc3cc(C(F)(F)F)cc(C(F)(F)F)c3)n2)cc(OC)c1OC | 7.9* | 20 | 19 | 25 | 26 | 23 | 22 | 34 | 4.3*
Cc1[nH]nc2c1C(c1cc(=O)oc3c1ccc1ccccc13)C(C#N)=C(N)O2 (centres undefined) | 98 | 104 | 100 | 99 | 95 | 98 | 92 | 65 | 87
C=C(C)[C@@H]1CC[C@]2(C(=O)NC3CCCCC3)CC[C@]3(C)[C@H](CC[C@@H]4[C@@](C)(CCC#N)[C@H](C(=C)C)CC[C@]43C)[C@@H]12 | 102 | 98 | 90 | 82 | 90 | 107 | 91 | 81 | 69
COc1cc(NC(=O)c2cccc(-n3cc(-c4ccc(NC(C)=O)nc4)nn3)c2)cc(OC)c1OC | 107 | 102 | 86 | 123 | nt | 99 | 128 | 86 | 88
Cc1nn(-c2ccccc2)c2c1C(c1cc3ccc(Cl)cc3[nH]c1=O)C1=C(CC(C)(C)CC1=O)N2 (centres undefined) | 73 | 99 | 92 | 93 | 97 | 90 | 109 | 70 | 71
CCN(CC)C(=O)CCCCCn1c2ccccc2c2c3c(c4c5ccccc5[nH]c4c21)C(=O)N(O)C3=O | -44* | 69 | 31 | 47 | 70 | 40 | 44 | 74 | 30
c1ccc(Cn2cc3c(c2)-c2oncc2CC3)cc1 | 8.0* | 20 | 14 | 36 | 24 | -9.2* | 4.7* | 19 | 32
Fc1ccc(Nc2ncnc3ccc(-c4cn[nH]c4)cc23)cc1Cl | 61 | 51 | 67 | 69 | 78 | 50 | 85 | 40 | 47
COc1ccc2c(c1)N(CCO)C1=C(C(=O)CC(C)(C)C1)C2c1ccccc1 (centres undefined) | 89 | 109 | 104 | 95 | 99 | 94 | 102 | 92 | 99
CCN(CC)c1ccc2c(c1)Oc1nc(N)c(C#N)c(N)c1C2Sc1ccc(OC)cc1 (centres undefined) | -62* | -0.3* | -33* | 21 | -8.3* | -35* | -49* | -10* | 1.1*
CC/C(=N\Nc1nc2ccccc2n1C)c1ccccn1 | 21 | 12 | 18 | 19 | 30 | -6.2* | 32 | 19 | 26
CSC(=Nc1ccc([N+](=O)[O-])cc1C#N)NC(=O)c1ccccc1 | 81 | 98 | 104 | 108 | 98 | 96 | 106 | nt | 79
CC(C)(C)CC(C)(C)N(CSc1ccc(Cl)cc1)CSc1ccc(Cl)cc1 | 58 | 74 | 34 | 68 | 36 | 6.2* | 65 | 50 | 2.3*
Cc1ccc(C2=NN(c3ccc(S(=O)(=O)NC(=O)NCc4ccccc4)cc3)C(c3ccc(N(C)C)cc3)C2)c(C)c1 (centres undefined) | 43 | 83 | 34 | 55 | 60 | 38 | 28 | 65 | 33
FC(F)(F)c1[nH]ncc1-c1nc2ccc3[nH]ncc3c2c2c1CCCC2 | 6.9* | 6.9* | 11 | 18 | 7.8* | -35* | 5.3* | 8.4* | 21
COC(=O)[C@]12CCC(C)(C)C[C@H]1[C@H]1/C(=N/OCCc3nn[nH]n3)C[C@@H]3[C@@]4(C)CC[C@H](OC(C)=O)C(C)(C)[C@@H]4CC[C@@]3(C)[C@]1(C)CC2 | 43 | 54 | 37 | 34 | 42 | 45 | 55 | 43 | 27
CCCCC(CC)CCC(CC(C)C)OS(=O)(=O)O (centres undefined) | 101 | 101 | 100 | 118 | 112 | 91 | 107 | 81 | 105
Clc1cccc(Nc2nc(Nc3cnc4ccccc4c3)c3[nH]cnc3n2)c1 | 79 | 83 | 93 | 81 | 98 | nt | 100 | 52 | 49
CCOC(=O)/C=C/C(=O)[C@H](CC(C)C)NC(=O)[C@H](Cc1ccccc1)NC(=O)OCc1ccccc1 | 58 | 68 | 95 | 94 | 14 | nt | 99 | 69 | 68
COc1ccc(/C=C2\Oc3cc(O)ccc3C2=O)cc1OC | 115 | 110 | 97 | 90 | 104 | 96 | 119 | 86 | 99

Not a hit list; about 11% have a hit in one of these screens.
